NCI-60 one-dose screen, 48 h, at 10 µM unless noted. Numbers give growth in % (100 = growth as untreated, 0 = no growth, -100 = all killed).
LOX IMVI = LOX IMVI melanoma; 79,000 compounds, 7.4% hits; AID 1794757
UACC-257 = UACC-257 melanoma; 78,000 compounds, 4.4% hits
BT-549 = BT-549 breast cancer. AID 1794793. 78,000 compounds, 4.4% hits
UACC-62 = UACC-62 melanoma | 81,000 compounds, 5.4% hits | AID 1794756
HS 578T = HS 578T breast cancer; 78,000 compounds, 4.1% hits
SK-MEL-2 = SK-MEL-2 melanoma; 77,000 compounds, 4.7% hits; AID 1794763
T-47D = T-47D breast cancer; 79,000 compounds, 5% hits; AID 1794792
MALME-3M = MALME-3M melanoma. 78,000 compounds, 5.8% hits
An asterisk follows results filed as active; . = not tested or not shown. Rule for the calls: active = growth percent below 10; inactive = the rest.

Values run as follows: LOX IMVI	UACC-257	BT-549	UACC-62	HS 578T	SK-MEL-2	T-47D	MALME-3M
#1 Cc1ccccc1NC(=S)n1c(=O)cc(C)c2ccc(O)cc21
→ 94.4	104.0	104.1	100.6	96.9	111.8	97.0	91.8
#2 CCOC(=O)c1c(NCC(=O)Nc2ccc(Cl)cc2)sc2c1CCCC2
→ 93.2	98.2	98.9	91.3	96.9	95.4	87.4	91.8
#3 Cc1ccc(NC(=O)OC(C)N2CCCCC2)cc1NC(=O)OC(C)N1CCCCC1 (configuration not stated)
→ 95.2	111.1	100.2	116.3	104.2	105.3	100.6	120.5
#4 NC(N)=NN=C1CCC(C2CCCCC2)CC1 (configuration not stated)
→ 102.3	103.9	105.0	95.9	99.1	100.8	94.6	101.8
#5 NC(=S)N1N=C(c2ccc(F)cc2)CC1c1ccc2c(c1)OCO2 (configuration not stated)
→ 95.3	103.4	88.0	84.7	98.7	89.6	92.4	.
#6 O=C1CCCC=C1C[N+](=O)[O-]
→ 95.7	.	112.5	106.3	103.7	103.0	101.7	106.2
#7 Cc1ccc2nc(C)cc(C)c2c1
→ 101.8	98.9	108.9	101.2	101.2	103.8	96.2	114.6
#8 Nc1cc(Br)cc([N+](=O)[O-])c1O
→ 105.5	109.5	114.8	100.1	110.2	110.6	96.5	102.8
#9 CC(C)(C)C(=O)N1CC(=O)N2c3ccccc3C(=O)C3C=CC2(C1)O3 (configuration not stated)
→ 95.3	101.3	108.1	99.3	109.6	113.5	100.3	97.4
#10 O=C(Nc1ccccc1)c1cccc(NC(=O)c2ccco2)c1
→ 99.9	114.8	111.7	101.2	109.5	110.6	97.8	98.1
#11 CON(C)C(=O)c1cc(-c2ccccc2)n(-c2ccc(S(C)(=O)=O)cc2)n1
→ .	102.2	81.7	81.0	.	122.7	96.0	99.1
#12 O=C1c2c(sc3c2CCCC3)N2C(=NN3C2=C2CC(c4ccccc4)=NN2C3NCc2ccccc2)N1Cc1ccccc1 (configuration not stated)
→ 95.4	94.4	132.9	95.2	99.2	103.3	76.7	115.4
#13 COc1ccccc1NC(=O)Cc1nc(=O)[nH]c(=O)[nH]1
→ 96.3	103.3	104.3	107.8	108.0	95.8	97.9	127.3
#14 O=C(Nc1ccc(Cl)cc1)OCCN1CCOCC1
→ 100.5	100.3	104.8	94.2	102.0	100.5	96.1	138.8
#15 COc1ccc(/C=C/C(=O)c2ccc(NC(=O)CSc3nc4[nH]c(=O)n(C)c(=O)c4[nH]3)cc2)cc1
→ 103.2	93.7	93.5	100.0	84.8	117.6	.	95.5
#16 CCCOc1ccc(N2CCN(c3ncnc4c3ncn4Cc3ccc(I)cc3)CC2)cc1
→ 46.5	41.0	73.2	66.8	58.7	82.8	35.2	46.4
#17 Cc1ccc(-n2c(-c3cc(-c4cccnc4)n(-c4ccccc4)n3)n[nH]c2=S)cc1
→ 102.4	86.6	110.0	96.9	95.4	102.4	93.9	105.7
#18 N#CC1=C(c2ccc(Br)cc2)NC(SCC(=O)c2ccc(Br)cc2)NC1=O (configuration not stated)
→ 106.2	102.9	99.1	108.7	97.0	98.0	92.8	105.2
#19 O=C(O)CCCCCn1c(-c2ccc(Cl)cc2)nc(-c2ccccc2)c1-c1ccccc1
→ 78.7	96.7	99.7	87.1	91.4	88.9	64.5	103.5
#20 C#CCOC(=O)c1ccc(C)cc1
→ 97.1	100.2	.	98.2	93.2	92.8	87.3	98.3
#21 CCSc1nnc2c(/C=C/c3ccccc3O)nc3ccccc3n12
→ 27.8	84.6	53.5	47.7	66.9	69.1	36.9	81.0
#22 CC1(C)CC[C@]2(C(=O)O)CC[C@]3(C)C(=CC[C@@H]4[C@@]5(C)CC[C@H](O)C(C)(C)[C@@H]5CC[C@]43C)C2C1 (some centres not stated)
→ 62.2	33.2	40.7	48.6	78.8	39.9	42.9	72.6
#23 CC(C)(O)CCl
→ 103.5	91.9	115.8	102.4	96.0	152.5	115.7	116.3
#24 Clc1ccc(OCCBr)cc1
→ 101.6	90.8	.	.	97.5	100.7	.	110.3
#25 CCOC(=O)Cn1nc2oc(=O)c(CCN3CCN(c4ccccc4OC)CC3)c(C)c2c1C
→ 100.5	114.2	107.7	107.6	101.2	129.2	105.2	128.9
#26 C[N+](C)(CCOC(c1ccccc1)c1ccccc1)CC(=O)c1ccccc1
→ 100.2	.	95.9	96.4	97.7	104.3	102.9	96.1
#27 COc1nnc2c3cc(Br)cc(Br)c3n(C)c2n1
→ 99.0	115.0	106.8	97.0	106.4	112.1	.	.
#28 COc1cccc(C2N=NC3=C(CCCC3)N2O)c1O (configuration not stated)
→ 96.8	98.4	.	101.1	106.8	.	87.1	103.6
#29 CCCCn1c(=O)c(C2=NC(c3ccc(F)cc3)=C2)cc2ccc(Cl)cc21
→ 67.7	82.5	106.0	72.2	83.0	98.3	78.3	88.0
#30 CCCSc1nnc(-c2c(C)nc3sccn23)o1
→ 88.9	93.6	108.9	69.1	79.6	104.4	21.2	103.9

From compound 27 to 30, as listed above:
Values run as follows: LOX IMVI	UACC-257	BT-549	UACC-62	HS 578T	SK-MEL-2	T-47D	MALME-3M
#27 COc1nnc2c3cc(Br)cc(Br)c3n(C)c2n1
→ 99.0	115.0	106.8	97.0	106.4	112.1	.	.
#28 COc1cccc(C2N=NC3=C(CCCC3)N2O)c1O (configuration not stated)
→ 96.8	98.4	.	101.1	106.8	.	87.1	103.6
#29 CCCCn1c(=O)c(C2=NC(c3ccc(F)cc3)=C2)cc2ccc(Cl)cc21
→ 67.7	82.5	106.0	72.2	83.0	98.3	78.3	88.0
#30 CCCSc1nnc(-c2c(C)nc3sccn23)o1
→ 88.9	93.6	108.9	69.1	79.6	104.4	21.2	103.9

Reprinted at random: three entries already listed, in no set order.
Values run as follows: LOX IMVI	UACC-257	BT-549	UACC-62	HS 578T	SK-MEL-2	T-47D	MALME-3M
#17 Cc1ccc(-n2c(-c3cc(-c4cccnc4)n(-c4ccccc4)n3)n[nH]c2=S)cc1
→ 102.4	86.6	110.0	96.9	95.4	102.4	93.9	105.7
#3 Cc1ccc(NC(=O)OC(C)N2CCCCC2)cc1NC(=O)OC(C)N1CCCCC1 (configuration not stated)
→ 95.2	111.1	100.2	116.3	104.2	105.3	100.6	120.5
#8 Nc1cc(Br)cc([N+](=O)[O-])c1O
→ 105.5	109.5	114.8	100.1	110.2	110.6	96.5	102.8

Source: PubChem
